Screening data deposited in PubChem BioAssay by National Center for Advancing Translational Sciences (NCATS).
PI4K2A inh – qHTS for small molecular inhibitors of PI4K2A. Phosphatidylinositol 4-kinase type 2-alpha (Homo sapiens), Q9BTU6. purified PI4K2A, ADP-Glo luminescence, 1 h; stronger effect = lower value. activity change, negative = inhibition, % at 76.9 µM. 420,000 tested, 0.13% active. AID 1346378, 2018; in the data active = activity change below about -50%; inconclusive = mostly about -30% to -49%;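 note: -100% = wells without enzyme as full effect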
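In this quantitative HTS, ADP production by PI4K2A was quantified luminescently after 1 h at ambient temperature; 100 microM adenosine served as plate-quality control.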
JMJD2A Tudor inh – qHTS Assay for Inhibitors of JMJD2A-Tudor Domain | 390,000 tested, 4.4% active | AlphaScreen JMJD2A-Tudor / H3K4me3 peptide binding | Potency, µM (titrated, usually from 114 µM), for the others: at the top dose activity change, negative = inhibition, most hits filed as inhibitors; note: potency is the fitted concentration of half-maximal effect; % is set by controls: 0 for no effect and ±100 for the full control effect; nearly all actives have a fitted effect of over 50% in size
HP1b binding inh – HTS for Inhibitors of HP1-beta Chromodomain Interactions with Methylated Histone Tails; Potency, µM (titrated, usually from 114 µM), for inactives: at the top dose activity change, negative = inhibition, hits mostly inhibitors; 390,000 tested, 0.56% active; AID 540317, 2011; Chromobox protein homolog 1 (Homo sapiens), P83916; AlphaScreen HP1-beta / biotin-H3K9me3 peptide binding; note: potency is the fitted concentration of half-maximal effect; nearly all actives have a fitted effect of over 70% in size; inactives centre near 23
Target sequence (P83916 whole entry, looked up): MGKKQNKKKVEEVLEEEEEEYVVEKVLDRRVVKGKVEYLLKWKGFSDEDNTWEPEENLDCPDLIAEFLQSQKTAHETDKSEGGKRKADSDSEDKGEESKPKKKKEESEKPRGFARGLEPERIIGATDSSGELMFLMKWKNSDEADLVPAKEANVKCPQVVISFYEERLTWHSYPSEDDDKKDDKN
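HP1-beta protein (50 nM final) preincubated 30 min at room temperature with biotinylated H3(1-18)K9me3 peptide (50 nM) in PBS pH 7.4, 0.01% Tween-20, then compound added for 30 min. AlphaScreen streptavidin donor/nickel chelate acceptor beads (10 ug/mL final), 30 min dark, luminescence read.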
GLS inhibitor – qHTS for Inhibitors of Glutaminase (GLS) | AID 624170, 2012 | GLS enzymatic activity, qHTS titration | Glutaminase kidney isoform, mitochondrial (Homo sapiens), O94925 | 410,000 tested, 0.21% active | Potency, µM (top dose mostly 45.5 µM), without a hit: top-dose activity change, negative = inhibition, usual class: inhibitors; note: potency is the fitted concentration of half-maximal effect; % is set by controls: 0 for no effect and ±100 for the full control effect
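hKGA in 45 mM KH2PO4 pH 8.2, 0.02% Tween-20 with pin-transferred compounds; 1 mM L-glutamine (stock) plus glutamate oxidase/HRP/Amplex Red coupling added. Fluorescence read initially and after 30 min at RT.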
Tb PGK inh – qHTS Assay to Find Inhibitors of Phosphoglycerate Kinase; Phosphoglycerate kinase, glycosomal (Trypanosoma brucei brucei), P07378; PGK/GAPDH coupled, Kinase-Glo luminescence, 60 min; Potency, µM (titrated, usually from 57.5 µM), for inactives: top-dose activity change, negative = inhibition, actives largely listed as inhibitors; 380,000 tested, 0.043% active; AID 602233, 2012; note: potency is the fitted concentration of half-maximal effect; % is set by controls: 0 for no effect and ±100 for the full control effect; nearly all actives have a fitted effect of over 60% in size
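Recombinant glycosomal PGK reaction used 1,3-bisphosphoglycerate generated in-well by GAPDH (100nM final) in 100mM TEA pH 7.6, 5mM MgCl2, 0.01% Tween-20. After 60 minutes at room temperature, ATP was read by Kinase-Glo Plus luminescence end-point.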
Pin1 inhibitor – qHTS Assay to Find Inhibitors of Pin1; Potency, µM (doses to about 115 µM), for the others: top-dose activity, negative = inhibition, most hits filed as inhibitors; 390,000 tested, 0.009% active; Pin1 FP peptide displacement, HiFluor488, 10 min; AID 504891, 2011; active = well fitted inhibition curve with a large enough effect in the polarisation, with a control signal flat, not every such curve was filed as active; inconclusive = small, poorly fitted or top-dose-only effect, or effect the other way, or a change in a side signal; inactive = no such curve, though single readings can be large or run the other way; the % refers to the polarisation; note: potency is the fitted concentration of half-maximal effect; % is set by controls: 0 for no effect and ±100 for the full control effect
Target sequence (Q13526 whole entry, looked up): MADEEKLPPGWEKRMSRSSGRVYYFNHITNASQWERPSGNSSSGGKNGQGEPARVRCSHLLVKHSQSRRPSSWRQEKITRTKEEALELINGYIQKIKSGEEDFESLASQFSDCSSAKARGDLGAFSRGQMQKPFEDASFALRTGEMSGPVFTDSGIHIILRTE
POLH inh – qHTS for Inhibitors of Polymerase Eta. DNA polymerase eta (Homo sapiens), Q9Y253. recombinant Pol eta, fluorescent DNA replication assay. Potency, µM (series often up to 114 µM), without a hit: top-dose activity change, negative = inhibition, most hits filed as inhibitors. 390,000 tested, 1.2% active. AID 588591, 2011; note: potency is the fitted concentration of half-maximal effect; % is set by controls: 0 for no effect and ±100 for the full control effect
Target sequence (Q9Y253 whole entry, looked up): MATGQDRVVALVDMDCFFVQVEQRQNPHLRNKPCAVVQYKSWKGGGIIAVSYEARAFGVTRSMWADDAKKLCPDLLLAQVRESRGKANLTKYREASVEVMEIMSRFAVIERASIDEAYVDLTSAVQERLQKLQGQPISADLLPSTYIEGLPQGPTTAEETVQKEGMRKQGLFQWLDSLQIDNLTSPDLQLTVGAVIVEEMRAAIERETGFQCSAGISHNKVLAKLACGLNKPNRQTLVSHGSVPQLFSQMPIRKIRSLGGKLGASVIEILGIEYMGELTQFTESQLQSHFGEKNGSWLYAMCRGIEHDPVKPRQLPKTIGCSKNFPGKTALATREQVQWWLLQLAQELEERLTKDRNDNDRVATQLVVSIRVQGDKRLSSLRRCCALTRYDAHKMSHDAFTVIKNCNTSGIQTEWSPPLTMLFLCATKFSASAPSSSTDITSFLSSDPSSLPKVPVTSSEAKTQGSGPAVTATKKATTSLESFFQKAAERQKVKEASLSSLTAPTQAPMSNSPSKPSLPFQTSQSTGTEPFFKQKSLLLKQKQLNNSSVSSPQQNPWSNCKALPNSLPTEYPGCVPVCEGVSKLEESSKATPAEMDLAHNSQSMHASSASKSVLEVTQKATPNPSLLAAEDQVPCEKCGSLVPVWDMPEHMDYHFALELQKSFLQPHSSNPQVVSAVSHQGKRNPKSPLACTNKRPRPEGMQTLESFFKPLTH
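Pol eta at 10 nM preincubated with compounds 15 min at room temperature; reaction started with fluorescent substrate (50 nM final) and read kinetically at 0 and 10 min.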
G9a block – qHTS Assay for Inhibitors of Histone Lysine Methyltransferase G9a; Histone-lysine N-methyltransferase EHMT2 (Homo sapiens), Q96KQ7; G9a H3K9 monomethylation, AlphaScreen, 2 h; Potency, µM (top dose mostly 102 µM), inactives show at the highest dose activity, negative = inhibition, usual class: inhibitors; 350,000 tested, 8.8% active; AID 504332, 2011; note: potency is the fitted concentration of half-maximal effect; % is set by controls: 0 for no effect and ±100 for the full control effect; nearly all actives have a fitted effect of over 75% in size
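AlphaScreen detection with an anti-monomethyl H3K9 antibody quantified product after a 2 h room-temperature reaction containing 500 nM biotinylated H3K9 peptide, 20 µM SAM and 20 nM enzyme, which had been preincubated 15 min with compound.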
BAZ2B block – qHTS Assay for Inhibitors of BAZ2B. Bromodomain adjacent to zinc finger domain protein 2B (Homo sapiens), Q9UIF8. AlphaScreen BAZ2B-H3K14Ac peptide displacement. Potency, µM (series often up to 114 µM), for the others: at the top dose activity change, negative = inhibition, hits mostly inhibitors. 360,000 tested, 4.4% active; note: potency is the fitted concentration of half-maximal effect; % is set by controls: 0 for no effect and ±100 for the full control effect; nearly all actives have a fitted effect of over 60% in size
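Compounds, titrated to a top concentration of 110 uM, were incubated 30 min at room temperature with preformed BAZ2B/acetyl-K14 H3 peptide complex (50 nM each). Proximity signal was measured by AlphaScreen after 20 min with beads.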
* hit, by the source's call; i = inactive; ? = inconclusive; · = no result given; [ ] = dose if it differs, or a comment. Unless noted, calls come from the whole dose curve; as a rule, active = well fitted curve in the direction sought with a large enough effect; inconclusive = small, poorly fitted or top-dose-only effect, or another doubt; inactive = no such curve, though single readings can be large; an effect the other way counts as inactive or inconclusive. Not all compounds are listed; the hit share may differ from the screen's.

1) CCOC(=O)C1=NN(c2ccc(F)cc2)C2=NC(C)=C(C(=O)OC)C(c3cccs3)N12 (centres undefined)
2) Cc1cccc(OCC(=O)OC(C)C(=O)Nc2ccc(Cl)cn2)c1 (centres undefined)
3) O=C(NCCCNC(=O)c1ccccn1)c1ccc(Br)cc1
4) COc1ccc(S(=O)(=O)N(C)C)cc1NC(=O)CSc1nnc(-c2cccnc2)o1
5) CCc1noc(C)c1C(=O)N1CCCC(N2CCN(c3ccccc3F)CC2)C1 (centres undefined)
6) COc1cc(C(=O)NNC(=O)c2ccccc2Br)ccc1OCC(=O)N1CCOCC1
7) CCOc1ccc(NC(=O)c2nnn(-c3ccc(F)c(Cl)c3)c2C)cc1
8) COc1ccc(Cl)cc1NS(=O)(=O)c1ccc(OC)c(OC)c1

compound no. | 1 | 2 | 3 | 4 | 5 | 6 | 7 | 8
PI4K2A inh | -2 | 2 | -9 | 0 | 0 | 3 | 3 | 1
JMJD2A Tudor inh | ? | 20% | -4% | -22% | -11% | -10% | -15% | -15%
HP1b binding inh | -3% | 24% | 23% | 37% | 29% | 30% | 4% | 7%
GLS inhibitor | 7% | 4% | -1% | 6% | 1% | 10% | 3% | 25%
Tb PGK inh | 0% | -3% | 5% | -6% | -5% | 6% | -9% | i
Pin1 inhibitor | ? | -10% | -1% | 2% | -9% | 3% | -4% | -10%
POLH inh | -4% | -9% | -12% | -18% | -10% | -8% | -15% | 3%
G9a block | · | -3% | 15% | -1% | 14% | 8%[0.501 µM] | -25%[59 µM] | 12%[59 µM]
BAZ2B block | · | 10% | 1% | -17% | -11% | 12% | -25% | 3%

9) Cc1cccc(C(=O)Nc2ccccc2SCC2CSc3nc4ccccc4c(=O)n32)c1 (centres undefined)
10) Cc1ccc(C(=O)N/N=C\c2ccncc2)s1
11) COc1ccc2nc(N3C(=O)CC(Cc4ccc(Cl)cc4)C3=O)sc2c1 (centres undefined)
12) COc1cc(OC)cc(C(=O)Nc2ccc(S(=O)(=O)Nc3cnc4ccccc4n3)cc2)c1
13) COc1ccc(/C=C2\SC(=O)N(CCNC(=O)Cc3coc4cc(OC)ccc34)C2=O)cc1
14) Cc1ccc(C)c(Sc2ccc(NC(=O)CCl)cc2)c1
15) CC(c1ccccc1)n1cnc2ccccc2c1=O (centres undefined)
16) O=C(Nc1ccccc1C(=O)OCc1cc(=O)n2nc(C3CC3)sc2n1)c1ccc(Cl)cc1

compound no. | 9 | 10 | 11 | 12 | 13 | 14 | 15 | 16
PI4K2A inh | 10 | 1 | -2 | -1 | -2 | 6 | -3 | -2
JMJD2A Tudor inh | -11% | -6% | -22% | -9% | -11% | 33% | 6% | 8%
HP1b binding inh | 14% | 26% | 27% | 11% | 15% | 160%[activator] | 7% | 21%
GLS inhibitor | 5% | -4% | -2% | 22% | -1% | -4% | -2% | 5%
Tb PGK inh | -3% | -10% | · | 7% | -5% | i | -4% | -4%
Pin1 inhibitor | 2% | -3% | ? | 3% | 20% | 1% | -8% | -2%
POLH inh | 0% | 2% | -9% | -3% | -13% | -25% | -19% | -14%
G9a block | -3%[59 µM] | 128%[activator] | 33%[12.7 µM] | · | -41%[59 µM] | 4%[59 µM] | -16% | 6%[12.7 µM]
BAZ2B block | 0% | 10% | -1% | · | -7% | 14% | -4% | -7%

17) Cc1c(C(=O)NCC2CCCO2)oc2ccc(S(=O)(=O)N3CC(C)CC(C)C3)cc12 (centres undefined)
18) COc1ccc(/C(C)=N/NC(=O)c2ccncc2)cc1[N+](=O)[O-]
19) Cc1ccccc1C(=O)Nc1cccc(-c2cn3ccccc3n2)c1
20) CSc1ccc(C2C(C(=O)c3ccco3)=C(O)C(=O)N2c2nnc(SC)s2)cc1 (centres undefined)
21) COc1cccc(C2C(C(N)=O)=C(C)Nc3nc(-c4ccccc4Cl)nn32)c1 (centres undefined)
22) CCOc1ccccc1-n1c(CN2CCN(C(=O)c3ccco3)CC2)nc2ccccc2c1=O
23) Cc1ccc(S(=O)(=O)Nc2ccc(NC(=O)c3c(F)c(F)c(F)c(F)c3F)cc2)cc1
24) COc1cc(CN(CCc2c(C)[nH]c3ccc(C)cc23)C(=S)NC(C)(C)C)cc(OC)c1OC

compound no. | 17 | 18 | 19 | 20 | 21 | 22 | 23 | 24
PI4K2A inh | -7 | -2 | 4 | 0 | -1 | 3 | -1 | -3
JMJD2A Tudor inh | -19% | 5% | -23% | 7.1µM* | -15% | -13% | -15% | 50µM*
HP1b binding inh | 39% | 56%[activator] | 7%[57 µM] | 10% | 37% | 34% | 40%[activator] | ?
GLS inhibitor | 1% | ? | -12% | 2% | 12% | -3% | 5% | 0%
Tb PGK inh | -9% | 5% | -4% | -4% | i | -8% | 6% | -7%
Pin1 inhibitor | 6% | 5% | 12% | ? | 1% | -3% | ? | 0%
POLH inh | -15% | -9% | -22% | ? | -13% | -8% | ? | -16%
G9a block | -16% | -6% | 12%[59 µM] | ? | -12%[59 µM] | 14µM* | -3% | ?
BAZ2B block | 11% | -27% | ? | ? | 2% | -26% | -1% | ?

An excerpt from above in order of molecular weight, low to high.
19) Cc1ccccc1C(=O)Nc1cccc(-c2cn3ccccc3n2)c1
21) COc1cccc(C2C(C(N)=O)=C(C)Nc3nc(-c4ccccc4Cl)nn32)c1 (centres undefined)
20) CSc1ccc(C2C(C(=O)c3ccco3)=C(O)C(=O)N2c2nnc(SC)s2)cc1 (centres undefined)
23) Cc1ccc(S(=O)(=O)Nc2ccc(NC(=O)c3c(F)c(F)c(F)c(F)c3F)cc2)cc1
22) CCOc1ccccc1-n1c(CN2CCN(C(=O)c3ccco3)CC2)nc2ccccc2c1=O
24) COc1cc(CN(CCc2c(C)[nH]c3ccc(C)cc23)C(=S)NC(C)(C)C)cc(OC)c1OC

compound no. | 19 | 21 | 20 | 23 | 22 | 24
PI4K2A inh | 4 | -1 | 0 | -1 | 3 | -3
JMJD2A Tudor inh | -23% | -15% | 7.1µM* | -15% | -13% | 50µM*
HP1b binding inh | 7%[57 µM] | 37% | 10% | 40%[activator] | 34% | ?
GLS inhibitor | -12% | 12% | 2% | 5% | -3% | 0%
Tb PGK inh | -4% | i | -4% | 6% | -8% | -7%
Pin1 inhibitor | 12% | 1% | ? | ? | -3% | 0%
POLH inh | -22% | -13% | ? | ? | -8% | -16%
G9a block | 12%[59 µM] | -12%[59 µM] | ? | -3% | 14µM* | ?
BAZ2B block | ? | 2% | ? | -1% | -26% | ?

(cont.)
25) Cc1ccccc1-c1nc2ccccc2[nH]1
26) Cn1c(=O)oc2cc(S(=O)(=O)N3CCCC3)ccc21
27) CC(CCc1ccccc1)NC(=O)CN1CCN(c2ccc(O)cc2)CC1 (centres undefined)
28) CCOc1ccc(NC(=O)CC2C(=O)N(c3ccc(C)cc3)C(=O)N2C2CCCCC2)cc1 (centres undefined)
29) Cc1ccc(S(=O)(=O)N(C)CC(=O)NCC(=O)Nc2ccc(F)c(F)c2F)cc1
30) CCOC(=O)C1=C(CN2CCN(C(=O)c3ccco3)CC2)NC(=O)NC1c1ccc(F)cc1 (centres undefined)
31) O=C(O)c1ccc(S(=O)(=O)c2ccccc2C(=O)O)c([N+](=O)[O-])c1
32) Cc1ccc(NC(=O)N2CCC(CN3CCCCCC3)CC2)c(Cl)c1
33) CC1=C(C(=O)N(C)C)CC(CC(=O)NCC2CCCCC2)C(=O)N1Cc1ccc(C(C)(C)C)cc1 (centres undefined)
34) CC(C)S(=O)(=O)c1csc(NC(=O)Nc2cc(Cl)ccc2Cl)c1Cl
35) CCOc1cc(-c2ccc(OC(=O)c3ccccc3)c(OC)c2)cc(=O)c2c(C)oc(C)c12

compound no. | 25 | 26 | 27 | 28 | 29 | 30 | 31 | 32 | 33 | 34 | 35
PI4K2A inh | 3 | -3 | 5 | -3 | -3 | -2 | 1 | 8 | -7 | 3 | -8
JMJD2A Tudor inh | 0% | -2% | 45µM* | -23% | -15% | -6% | -33% | -26% | · | -22% | ?
HP1b binding inh | 31%[activator] | 22% | 89µM* | 21% | 9% | 8% | 68%[activator] | 19% | · | 1% | 23%
GLS inhibitor | 18% | -2% | 10µM* | 11% | -6% | 1% | -7% | -1% | 1% | -9% | -15%
Tb PGK inh | -4% | -6% | -10% | 0% | -3% | -4% | 0% | i | -4% | 1% | i
Pin1 inhibitor | -1% | -1% | 4% | -1% | ? | -6% | -10% | 9% | · | 14% | 41%[activator]
POLH inh | 4% | -6% | -21% | -5% | -3% | -6% | 8% | -6% | -12% | ? | -21%
G9a block | ? | ? | 7.9µM* | -22%[59 µM] | · | 14% | ? | ? | · | ? | ?
BAZ2B block | -1% | -1% | ? | -9% | · | -5% | -18% | -15% | · | ? | ?
